C_diff_HTS – C. difficile growth inhibitors, primary screen, HTS. actives 0.25% (n = 86,000). AID 1259249, 2017. growth activity, negative = inhibition, % at 16 µg/mL (by protocol). Clostridium difficile clinical isolate growth, OD600, 24 h; stronger effect = lower value;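 active = mean growth activity at or below -80% and every replicate also at or below -80%; inconclusive = mean at or below -80% but some replicate above -80%; inactive = mean growth activity above -80%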;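 also: 0% = DMSO wells and -100% = levofloxacin 16 µg/mL wells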
GASC1_inh – inhibitors of GASC-1 (KDM4C) histone demethylase, primary screen, biochemical, single concentration HTS. Lysine-specific demethylase 4C (Homo sapiens), Q9H3R0. GST-KDM4C 2-372, H3K9me3 peptide, LANCE TR-FRET. inhibition, % at 12.5 µM. actives 0.15% (n = 96,000). AID 720574, 2013;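 active = mean replicate inhibition above about 25%, with at least 55% of replicates also reaching it, limit read from the data, passing the limit was not always enough; inconclusive = only one of those two conditions met; inactive = neither condition met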
Target sequence (Q9H3R0 2-372 limits assumed): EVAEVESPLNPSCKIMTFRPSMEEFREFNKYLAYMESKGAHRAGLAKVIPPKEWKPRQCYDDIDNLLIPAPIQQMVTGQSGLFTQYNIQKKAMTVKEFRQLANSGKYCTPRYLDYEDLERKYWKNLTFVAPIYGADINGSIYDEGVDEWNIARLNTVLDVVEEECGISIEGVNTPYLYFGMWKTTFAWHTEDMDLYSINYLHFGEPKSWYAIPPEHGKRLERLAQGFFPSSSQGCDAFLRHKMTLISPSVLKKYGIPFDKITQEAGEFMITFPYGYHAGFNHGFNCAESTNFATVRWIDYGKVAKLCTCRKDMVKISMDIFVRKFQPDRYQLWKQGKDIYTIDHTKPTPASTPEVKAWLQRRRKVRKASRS
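Compound: one test concentration per compound; Material: GST-GASC-1 enzyme fragment 2-372; Amount: GASC-1 enzyme at 10 nM final in reaction; Also added: H3K9me3 peptide substrate, Fe(II), 2-oxoglutarate; Technique: LANCE TR-FRET; Times: 30 min demethylation and 1 h detection at room temperature.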
Pf_Dd2_growth – P. falciparum Dd2 growth inhibitors, primary screen, SYBR Green fluorescence, single dose replicates | activity change, % at 10 µM | 72 h; stronger effect = lower value | actives 2.3% (n = 94,000) | AID 1159554, 2015; in the data active = activity change below about -80%; inconclusive = no clear call, values can overlap the other calls
Tcruzi_prolif – T. cruzi intracellular proliferation inhibitors, primary screen, cell-based, beta-gal Tulahuen parasites, NIH3T3 host, luminescence. T. cruzi beta-gal in NIH3T3, GalScreen luminescence, 90 h. inhibition, % at 8.34 µM. actives 5.9% (n = 77,000);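 active = mean inhibition above about 93%, with at least 55% of replicates each passing it, limit read from the data, passing the limit was not always enough; inconclusive = only one of those two conditions holds; inactive = neither condition holds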
An asterisk follows results filed as active; ? = inconclusive; . = not tested or not shown; & = joins results of further samples; ! = not active in a repeat.

SMILES C_diff_HTS GASC1_inh Pf_Dd2_growth Tcruzi_prolif
C[C@H](CO)N1C[C@H](C)[C@H](CN(C)S(C)(=O)=O)Oc2ccc(NS(=O)(=O)c3cccs3)cc2C1=O . -0.1 19.6 -42.4
COCCNC(=O)C[C@@H]1CC[C@H]2[C@H](COc3ccc(NC(=O)C4CCOCC4)cc3C(=O)N2C)O1 -8.2 0.2 7.5 19.5
C[C@@H]1CN([C@H](C)CO)C(=O)c2cccc(NS(=O)(=O)c3cn(C)cn3)c2O[C@H]1CN(C)C(=O)Nc1cccc2ccccc12 . 0.4 16.8 -11.0
C[C@H]1CCCCO[C@@H](CN(C)C(=O)Nc2ccc(F)cc2)[C@@H](C)CN([C@@H](C)CO)C(=O)c2cc(NC(=O)c3ccccc3)ccc2O1 -5.5 -2.1 -64.9 ?
C[C@H]1CCCCO[C@H](CN(C)C(=O)Cc2ccccc2)[C@@H](C)CN([C@@H](C)CO)C(=O)c2cc(NS(=O)(=O)c3cn(C)cn3)ccc2O1 -1.0 14.5 -0.1 19.1
C[C@@H]1CN([C@@H](C)CO)C(=O)c2cc(C#C[C@@H](C)O)cnc2O[C@H]1CN(C)CC1CCCCC1 -2.0 2.6 24.8 8.2
CO[C@H]1CN(C)C(=O)c2cccc(C#N)c2OC[C@@H]2O[C@H](CC[C@H]2OC)CCN(C)C(=O)[C@H]1C . 1.6 21.1 -28.9
COc1ccc(C#Cc2cnc3c(c2)C(=O)N([C@H](C)CO)C[C@H](C)[C@H](CN(C)S(=O)(=O)c2cccs2)O3)cc1OC . -2.6 -84.5*! 76.9&-3.6
Cc1ccc(S(=O)(=O)Nc2ccc3c(c2)C(=O)N([C@@H](C)CO)C[C@@H](C)[C@H](CN(C)C(=O)c2ccccc2)OCCCC[C@@H](C)O3)cc1 -2.6 0.3 0.2 54.3
CO[C@H](CN(C)C(=O)Nc1ccc(Cl)cc1)[C@@H](C)CN(Cc1ccccc1Cl)[C@@H](C)CO . 1.0 -28.6 ?
CC(C)NC(=O)Nc1ccc2c(c1)C(=O)N(C)[C@H]1CC[C@H](CC(=O)Nc3ccccc3F)O[C@@H]1CO2 1.4 -0.9 0.4 17.2
CCCN1[C@@H]2c3ccc(-c4ccc(OC)cc4)c(=O)n3C[C@@H]2[C@@H](CO)[C@@H]1C(=O)N(C)C 9.0 6.3 -8.9 14.6

Next part, starting with the last two of the part before.
SMILES C_diff_HTS GASC1_inh Pf_Dd2_growth Tcruzi_prolif
CC(C)NC(=O)Nc1ccc2c(c1)C(=O)N(C)[C@H]1CC[C@H](CC(=O)Nc3ccccc3F)O[C@@H]1CO2 1.4 -0.9 0.4 17.2
CCCN1[C@@H]2c3ccc(-c4ccc(OC)cc4)c(=O)n3C[C@@H]2[C@@H](CO)[C@@H]1C(=O)N(C)C 9.0 6.3 -8.9 14.6
C[C@@H]1CCCCO[C@H](CN(C)C(=O)C2CCCCC2)[C@@H](C)CN([C@H](C)CO)C(=O)c2cc(N(C)C)ccc2O1 -1.2 2.0 -2.9&-3.3 102.7*!
COc1ccc(CN(C)C[C@H]2OCCCC[C@@H](C)Oc3ccc(NS(=O)(=O)c4ccc(C)cc4)cc3C(=O)N([C@@H](C)CO)C[C@H]2C)cc1 . -0.3 -61.7 .
Cc1noc(C)c1NC(=O)Nc1ccc2c(c1)C(=O)N([C@H](C)CO)C[C@H](C)[C@@H](CN(C)C)OCCCC[C@@H](C)O2 . 3.1 32.1 -1.9
COc1ccc(S(=O)(=O)Nc2cccc3c2O[C@H](CN(C)Cc2ccc(C(=O)Nc4ccccc4N)cc2)[C@H](C)CN([C@@H](C)CO)C3=O)cc1 2.1 -1.4 -86.1* 94.6
C[C@H]1CN([C@@H](C)CO)C(=O)c2cc(-c3cccc(C#N)c3)cnc2O[C@H]1CN(C)C(=O)C1CC1 . -0.9 -1.5 28.6
C[C@@H]1CN([C@@H](C)CO)C(=O)c2cc(NC(=O)Nc3cccc4ccccc34)ccc2O[C@@H](C)CCCCO[C@@H]1CN(C)CC1CCCCC1 0.1 -0.8 -87.7* 121.0
CCC(=O)Nc1ccc2c(c1)C(=O)N(C)[C@H]1CC[C@@H](CC(=O)NCCOC)O[C@H]1CO2 -7.9 0.2 7.5 -23.4
CN1C(=O)c2cc(NC(=O)c3ccc(F)c(F)c3)ccc2OC[C@@H]2O[C@H](CC(=O)N[C@H]3CCN(Cc4ccccc4)C3)CC[C@@H]21 -15.1 -0.8 . 104.2*
COc1cccc(S(=O)(=O)N(C)C[C@@H]2Oc3cc(C#CCC(C)C)ccc3S(=O)(=O)N([C@H](C)CO)C[C@H]2C)c1 4.1 3.5 ? 61.1
CCC(=O)NC[C@@H]1[C@H](c2ccc(-c3ccccc3)cc2)[C@@H](CO)N1C(=O)C1CC1 -4.6 -0.7 11.1 59.0
C[C@@H](NC(=O)C[C@@H]1CC[C@H](NC(=O)Nc2ccc3c(c2)OCO3)[C@@H](CO)O1)c1ccccc1 . 9.8 -29.9 12.1
CCCNC(=O)N1C[C@H](O)COC[C@@H]2O[C@H](CC(=O)NCCCN3CCOCC3)CC[C@H]21 -0.5&-2.0 -0.8 -0.4 33.2

Ordered by molar mass (low to high): part of the list above.
SMILES C_diff_HTS GASC1_inh Pf_Dd2_growth Tcruzi_prolif
C[C@H]1CN([C@@H](C)CO)C(=O)c2cc(-c3cccc(C#N)c3)cnc2O[C@H]1CN(C)C(=O)C1CC1 . -0.9 -1.5 28.6
C[C@@H]1CCCCO[C@H](CN(C)C(=O)C2CCCCC2)[C@@H](C)CN([C@H](C)CO)C(=O)c2cc(N(C)C)ccc2O1 -1.2 2.0 -2.9&-3.3 102.7*!
COc1cccc(S(=O)(=O)N(C)C[C@@H]2Oc3cc(C#CCC(C)C)ccc3S(=O)(=O)N([C@H](C)CO)C[C@H]2C)c1 4.1 3.5 ? 61.1

Remaining list, next part.
SMILES C_diff_HTS GASC1_inh Pf_Dd2_growth Tcruzi_prolif
COc1cccc(NC(=O)N[C@@H]2CC[C@H](CC(=O)Nc3ccccc3)O[C@@H]2CO)c1 1.6 -0.8 9.3 .
O=C(C[C@H]1CC[C@@H]2[C@H](COC[C@@H](O)CN2Cc2ccc3c(c2)OCO3)O1)Nc1ccccc1 . 0.0 -3.3 9.8
C[C@@H]1CN([C@@H](C)CO)S(=O)(=O)c2ccc(C#CC3CCCCC3)cc2O[C@H]1CN(C)C(=O)Cc1ccncc1 . -0.5 -70.2 ?
O=C(C[C@@H]1CC[C@H]2[C@@H](COC[C@H](O)CN2S(=O)(=O)c2cccc(F)c2)O1)Nc1ccccc1 75.1&74.5 1.1 31.4 .
C[C@@H]1CCCCO[C@@H](CN(C)C(=O)Cc2ccccc2)[C@@H](C)CN([C@H](C)CO)C(=O)c2cc(NC(=O)CCCCCC(=O)Nc3ccccc3N)ccc2O1 3.2 -1.3 12.2 31.2
CNC[C@@H]1Oc2ncc(C#CC3(O)CCCC3)cc2C(=O)N([C@@H](C)CO)C[C@H]1C 2.6 -1.1 3.8 .
C[C@H]1CN([C@@H](C)CO)C(=O)c2cccc(NC(=O)c3ccncc3)c2O[C@H]1CN(C)Cc1ccc(Oc2ccccc2)cc1 2.7 . -7.9 64.5
O=C(NC[C@H]1CC[C@@H]2[C@@H](CN2S(=O)(=O)c2ccccc2F)O1)C1CCCCC1 0.8 . 81.8 .
C[C@@H]1CN([C@@H](C)CO)C(=O)c2cc(NC(=O)NC3CCCCC3)ccc2O[C@@H]1CN(C)Cc1ccc2c(c1)OCO2 0.5 0.6 -7.5 -18.7
COCc1cn(CC[C@H]2CC[C@H](NC(=O)Nc3ccc(Cl)cc3)[C@H](CO)O2)nn1 -2.2 0.1 9.6 27.8
CCS(=O)(=O)Nc1ccc2c(c1)C(=O)N(C)C[C@@H](OC)[C@H](C)CN(C(=O)COC)[C@@H](C)CO2 0.5 -0.6 33.2 -32.7
C[C@@H]1CN([C@@H](C)CO)C(=O)c2cccc(NC(=O)c3nc4ccccc4s3)c2O[C@@H]1CN(C)Cc1ccc(-c2ccccc2)cc1 8.7 -2.7 -38.4 -75.7

The final 2 entries of the part before are carried over, then new ones follow:
SMILES C_diff_HTS GASC1_inh Pf_Dd2_growth Tcruzi_prolif
CCS(=O)(=O)Nc1ccc2c(c1)C(=O)N(C)C[C@@H](OC)[C@H](C)CN(C(=O)COC)[C@@H](C)CO2 0.5 -0.6 33.2 -32.7
C[C@@H]1CN([C@@H](C)CO)C(=O)c2cccc(NC(=O)c3nc4ccccc4s3)c2O[C@@H]1CN(C)Cc1ccc(-c2ccccc2)cc1 8.7 -2.7 -38.4 -75.7
C[C@H](CO)N1C[C@H](C)[C@H](CN(C)C(=O)Nc2ccccc2)OCCCC[C@H](C)Oc2ccc(NC(=O)Cc3ccccc3)cc2C1=O . -0.7 -15.3 38.0
C[C@H](CO)N1C[C@H](C)[C@H](CN(C)S(=O)(=O)c2ccc(Cl)cc2)Oc2ccc(NS(=O)(=O)c3ccccc3)cc2C1=O . -2.5 -49.9 87.7
CN(C)C(=O)c1ccc(-c2ccc([C@H]3[C@@H](CO)N4CCCCN(S(C)(=O)=O)C[C@@H]34)cc2)cc1 -3.2 -1.0 24.1 98.2*
COc1ccc2c3c(n(C)c2c1)[C@H](CO)N(C(=O)Cc1ccccn1)CC31CCN(CC2CC2)CC1 6.0 -0.3 -2.8 .
COCC(=O)N(C)C[C@@H]1Oc2ncc(C#Cc3ccc(F)cc3)cc2C(=O)N([C@H](C)CO)C[C@H]1C 0.5 7.8 -3.8 24.6
COCC(=O)N1[C@@H]2CN(C(=O)Nc3ccccc3F)c3ccccc3[C@@H]2[C@@H]1CO 2.5 0.0 -2.2 5.1
Cc1ccccc1S(=O)(=O)N1CC(=O)N2[C@H](CO)[C@@H](c3ccc(C#Cc4ccccc4)cc3)[C@H]2C1 -3.9 -2.1 -22.9 .
C[C@H]1CN([C@@H](C)CO)C(=O)c2cc(Br)cnc2O[C@H]1CN(C)C(=O)C1CCCCC1 -1.4 0.3 -9.9 .
N#C[C@@H]1[C@@H](c2ccc(C3=CCCC3)cc2)[C@@H](CO)N1C(=O)C1CCCC1 2.5 0.5 -46.6 34.1
C[C@H](CO)N1C[C@H](C)[C@@H](CN(C)Cc2cccnc2)Oc2ncc(/C=C/c3ccccc3)cc2C1=O -0.4 0.4 -17.2 12.8
COc1ccc(CN(C)C[C@H]2Oc3ccc(NC(=O)Nc4ccc(OC)cc4)cc3CC(=O)N([C@@H](C)CO)C[C@H]2C)cc1 0.1 3.1 26.9 58.2
CC(C)CC#Cc1ccc2c(c1)O[C@@H](CN(C)C(=O)c1cccc(F)c1)[C@H](C)CN([C@@H](C)CO)S2(=O)=O -4.0 0.2 -59.2 124.3*
O=C(c1ccccc1F)N1C[C@@H]2[C@H](c3ccccc31)[C@@H](CO)N2C(=O)Nc1ccccc1 -1.3 2.2 -10.0 -66.3
C/C=C/c1ccc([C@@H]2[C@@H](CO)N(C(C)=O)[C@H]2CN(C)C(=O)CN(C)C)cc1 -5.2 0.5 -3.2 -6.4
Cc1ccc(S(=O)(=O)N(C)C[C@@H]2OCCCC[C@H](C)Oc3ccc(NS(=O)(=O)c4ccc(F)cc4)cc3C(=O)N([C@H](C)CO)C[C@@H]2C)cc1 -0.5 0.2 -58.0 108.0*
C[C@H](CO)N1C[C@H](C)[C@@H](CN(C)C(=O)CCC(F)(F)F)OCCCC[C@H](C)Oc2ccc(NS(=O)(=O)c3ccccc3)cc2C1=O -3.7 1.2 -31.9 1.4
COc1ccc(S(=O)(=O)N(C)C[C@H]2Oc3c(NC(=O)c4cnccn4)cccc3C(=O)N([C@H](C)CO)C[C@@H]2C)cc1 . 0.2 15.6 0.3
CO[C@H]1CN(C)C(=O)c2cc(NS(C)(=O)=O)ccc2OC[C@@H](C)N(C(=O)C2CCCC2)C[C@@H]1C . 0.1 . 12.0
O=C(NCC1CC1)[C@H]1[C@H](CO)[C@H]2Cn3c(ccc(-c4ccccc4)c3=O)[C@@H]1N2CC1CC1 -2.3 0.9 -19.8 10.0

Outcome played no part in choosing rows. About 6.7% of those tested had a hit in this group.
